Screening results from PubChem.
mcGAS RapidFire = inhibitors of mouse cGAS | Q8C6L5 | recombinant mouse cGAS, cGAMP by RapidFire MS | inhibition, % at 12.5 µM | 130,000 compounds, 0.18% hits;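 active = inhibition of cGAS enzyme activity at or above 60%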;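 also: enzyme stimulated by 45 bp dsDNA with ATP and GTP substrates; cGAMP share of summed cGAMP plus half ATP and half GTP signals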
Target sequence (Q8C6L5 whole entry, looked up): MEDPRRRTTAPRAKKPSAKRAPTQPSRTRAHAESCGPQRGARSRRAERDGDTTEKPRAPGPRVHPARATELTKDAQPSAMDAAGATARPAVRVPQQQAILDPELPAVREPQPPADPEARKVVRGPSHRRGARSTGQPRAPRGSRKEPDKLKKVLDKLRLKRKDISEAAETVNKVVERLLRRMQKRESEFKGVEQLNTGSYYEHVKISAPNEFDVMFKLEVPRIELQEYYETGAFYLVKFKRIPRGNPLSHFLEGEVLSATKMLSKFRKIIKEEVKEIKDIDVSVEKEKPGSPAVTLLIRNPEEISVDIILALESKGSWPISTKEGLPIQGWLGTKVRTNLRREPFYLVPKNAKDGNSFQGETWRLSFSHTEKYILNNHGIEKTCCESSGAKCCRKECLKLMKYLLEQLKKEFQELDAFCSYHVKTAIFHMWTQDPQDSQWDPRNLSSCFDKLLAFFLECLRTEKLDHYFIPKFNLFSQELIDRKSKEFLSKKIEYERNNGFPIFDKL
The depositor's hits bear a star; & = joins results of further samples. These rows are one share of the data (hit frequency here may not be typical).

SMILES | mcGAS RapidFire
COCCN1C(C)CN(C(=O)CN(C)C2CC2)CC1C (configuration not stated) | 1
O=C1CCC/C(=N\Nc2ccc(Cl)cc2)C1 | -6
Cc1ccccc1NC(=O)c1ccc(N(C)C)cc1 | 1
Cc1ccc(Cc2cnc(NC(=O)N3CCSCC3)s2)cc1F | -7
Cc1c(C)n2c3c(=O)n(C)c(=O)n(C)c3nc2n1-c1ccccc1OCCCO | -2
CC(NC(=O)CCC(=O)c1ccc(Cl)s1)C1CC2CCC1C2 (configuration not stated) | -4
C=CCN1CC(C(=O)N2CCCn3nc(C(=O)OC)cc3C2)CC1=O (configuration not stated) | -20
O=C(NCc1cccnc1N1CCCCC1)c1cc(=O)c2ccccc2o1 | -13
Cc1cc(C)c2c(c1)-c1cc(C)nn1C(c1ccco1)N2 (configuration not stated) | 1
COc1ccccc1CN1CCCC(CN(CCN(C)C)C(=O)c2ccc(C)s2)C1 (configuration not stated) | 2
Cc1ccsc1C(=O)Nc1ccc(NC(=O)NCC2CCCO2)cc1 (configuration not stated) | -5
COc1ccc(-c2ccc(C(=O)NS(C)(=O)=O)c(F)c2)c(F)c1 | -3
O=C1CCS(=O)(=O)c2c(F)cccc21 | -5
N#Cc1cc(F)ccc1NC(=O)c1cc(F)cc(Br)c1 | -15
CCC(CC)NC(=O)C(C)c1ccc2cc(OC)ccc2c1 (configuration not stated) | -8
COCc1nc(NCCn2cccc2)c2cnn(C)c2n1 | -19
Cc1ccc(NC(=O)NCCS(=O)(=O)c2c(C)[nH]c3ccccc23)cc1C | -8
CC(NS(C)(=O)=O)C(=O)N(C)Cc1ccsc1 (configuration not stated) | -18
CN(Cc1ccc(C(F)(F)F)cc1)C(=O)CN1C(=O)C2CCCCC2C1=O (configuration not stated) | -6
CCN(CC)C(=O)C1CCN(Cc2cn(C)nc2-c2ccc(C3CCCCC3)cc2)CC1 | -3
CC(C)c1nc(CN(C)C(=O)c2ccc(-n3cnnn3)cc2)cs1 | -38
COCCOCCC(=O)NC1C(C)CCCC1C (configuration not stated) | -4
O=C(CN(CCc1ccc(F)cc1)C1CC1)NCC(=O)N1CCCC1 | 5
COc1cccc(C(C)Oc2ccc(C(N)=O)cc2)c1 (configuration not stated) | -3
COc1cc(CN2C(=O)C(C)(C)ON=C2c2ncccc2C)cc(OC)c1 | 19
CC(C1CC2CCC1C2)n1c(SC(F)F)nnc1-c1ccco1 (configuration not stated) | -61
O=C(O)c1cc(-c2cccnc2)nc2ccc(Br)cc12 | 23
O=C(O)CCc1nnc(SCC(=O)Nc2ccc(F)c(Cl)c2)[nH]c1=O | 1
Clc1ccccc1Cc1noc(CN2CCN(Cc3ccccc3)CC2)n1 | -10
CC(Cn1cccn1)Nc1ccc(-c2nc(-c3ccccc3F)no2)cn1 (configuration not stated) | -4
Cc1onc(-c2ccccc2Cl)c1C(=O)Nc1cccc(F)c1 | -10
CCNC(=O)CCNS(=O)(=O)c1c(Cl)cccc1Cl | -1
Cc1ccc(CN(C)Cc2nc(-c3ccc4c(c3)OCO4)no2)o1 | -11
COc1ccccc1-c1nc(-c2ccc(O)cc2O)cs1 | 10
O=C(CC1C(=O)NCCN1Cc1ccccc1C(F)(F)F)NCc1ccco1 (configuration not stated) | -8
COc1ccccc1NC=C1C(=O)OC2(CCCCC2)OC1=O | -1
Oc1cc2c(cc1CN1CCc3sccc3C1)OCO2 | -22
CCOC(=O)N1CCN(C(=O)c2cc3c(=O)n4cccc(C)c4nc3n2C)CC1 | -9
CC(C)C(NC(=O)c1ccccc1)c1nn[nH]n1 (configuration not stated) | 0
O=c1[nH]c(CN2CCN(S(=O)(=O)c3ccccc3C(F)(F)F)CC2)nc2ccc(Cl)cc12 | -3
CCOc1ccc(NC(C)C(=O)NC(=O)NC(C)(C)C)cc1 (configuration not stated) | -7
CCCN(Cc1cccnc1)C(=O)c1ccccc1NC | -24
O=C(Nc1ccc2c(c1)S(=O)(=O)N=C(C1CCCC1)N2c1ccccc1)c1ccco1 | -1
Cc1cc(CC(=O)N2CCN(C(=O)c3cccc(O)c3)CC2)no1 | 2
CCONC(=O)Cc1ccc(Br)cc1 | 3
N#Cc1c(NC(=O)CN(Cc2cccs2)CC2CCCO2)sc2c1CCC2 (configuration not stated) | -2
Cc1noc(C)c1CN1CCN2C(C(=O)NCC3CCOCC3)=COC2=NC1=O | -12
Cc1cc(N2CCSCC2)ccc1NC(=O)NCc1ccoc1 | -1
Cc1ccc(NC(=O)N[C@H](C)c2nnc3n2CCCCC3)cc1F | -4
COc1cc(C)ccc1S(=O)(=O)NC(=O)C1(C)CCN1C(=O)Cc1cc(C)cc(C)c1 (configuration not stated) | -10
O=C(O)C1CC1c1ccc(Cl)c(Cl)c1 (configuration not stated) | 35
CN1CCC(CN(C)C(=O)NC2CCc3c(Cl)cccc32)CC1 (configuration not stated) | -2
O=C(CC1(C(F)(F)F)NCCN1)c1ccc(Br)cc1 | -6
Cn1c(=NC(=O)c2cn(CC(N)=O)nn2)sc2ccccc21 | -5
CCc1noc(CNc2cc3c(cc2Cl)OCCCO3)n1 | -3
CCOC(=O)CC(=O)CSC1=NS(=O)(=O)c2cc(F)ccc2N1 | -7
O=C(COC(=O)C1C2CC3C(OC(=O)C31)C2Br)c1cccs1 (configuration not stated) | -5
O=C1c2ccccc2C(=O)c2c1nc1n2CCCC1 | 7
CN(C)C(=O)Oc1cccc([N+](C)(C)C)c1 | -8&3&5
CCc1nc(C)ccc1OCC(=O)N1CCCC2(CCNCC2)CC1 | 0
Following part:
SMILES | mcGAS RapidFire
COc1cc(C)c(NC2CCOC2=O)cc1OC (configuration not stated) | 16
NS(=O)(=O)c1ccc(NCS(=O)(=O)O)cc1 | 8
O=C(c1c[nH]c(=O)c(Cl)c1)N1CCCc2cc(Br)ccc21 | 13
Cc1ccc(NC(=O)N2CCOCC2)c(OCc2ccccc2)c1 | -5
CCOC(=O)C1(Cc2ccccc2F)CCCN(C(=O)c2cc3ccccc3oc2=O)C1 (configuration not stated) | 0
O=C(CCn1cnc2ccccc21)NN=Cc1cc(Br)ccc1O | -1
CN(C)CCNC(=O)c1cccn2c(=O)c3c4c(sc3nc12)CCCC4 | -3
O=C(c1ccc(=O)[nH]c1)N(Cc1ccco1)C1(C(=O)NC2CCCCC2)CCCCC1 | 4
O=C(c1ccc2c(c1)OCO2)N1CCCC(OCc2ccc(F)c(F)c2)C1 (configuration not stated) | -3
Cc1ccc(NC(=O)CN(C)C(=O)C(C)N(C)Cc2ccc(C(F)(F)F)cc2)cc1 (configuration not stated) | -23
Cc1cc(S(=O)(=O)NCCOc2cc(N3CCCCC3)ncn2)ccc1F | -9
CCc1nc(-n2ccc3c(cnc4c(-c5ccc(Cl)cc5)c(CC)nn43)c2=O)n[nH]1 | -12
CCN1CC(=Cc2cc(C)n(C3CC3)c2C)C(=O)C(=Cc2cc(C)n(C3CC3)c2C)C1 | 0
O=C(CCCc1ccccc1)Nc1ccc(Br)cn1 | -4
Cc1cc(C)c(CNC(=O)NCC2(O)CCSC2)c(C)c1 (configuration not stated) | -5
Cc1ccsc1CNC(=O)Cc1ccc(F)cc1 | 1
C/C=C(\SC)S(=O)(=O)c1ccc(C)cc1 | -6
Cc1nnc(SCC(=O)NC2CCCN(C3Cc4ccccc4C3)C2)s1 (configuration not stated) | -10
COc1ccc(OCC(=O)OCc2cc(-c3ccc(F)cc3F)on2)cc1 | -1
CCc1ccc(O)c(NC(=O)c2ccc(C(=O)NC)nc2)c1 | -8
Cc1ccsc1CNc1ccc(C(=O)N2CCCC(Cn3ccnc3C)C2)cc1 (configuration not stated) | -11
Cc1cnc(C(=O)OCC(=O)c2ccc(C)s2)cn1 | 2
CC1CCc2ccccc2N1Cc1nc(Cc2ccccc2)no1 (configuration not stated) | -6
COc1cccc(-c2ccc(C(=O)NC(C)c3nncn3C)o2)c1 (configuration not stated) | -39
COc1cc(NC(=O)c2nccnc2N)cc(OC)c1 | -7
COCCN(CCOC)C(=O)c1cc2c(s1)CCC(C)C2 (configuration not stated) | 0
Cn1c2ccccc2n2c(=N)c3ccccc3c(C#N)c12 | 1
CC(C)C(=O)NCCNc1ccc(C(F)(F)F)cc1[N+](=O)[O-] | -3
CCC(NC(=O)C1CC(=O)N(c2cccc(Cl)c2)C1)c1nnc2n1CCCCC2 (configuration not stated) | -1
COC(=O)c1ccccc1C(=O)N1CCC(CCC(=O)NC2CC2)CC1 | -4
Cc1cc([N+](=O)[O-])cc(S(=O)(=O)NNC(=O)c2cn(C)c3ccccc23)c1C | 6
COc1cccc(CNC(=O)CCC2CCCN(C(=O)c3ccc4ncccc4c3)C2)c1 (configuration not stated) | -10
O=C(COC(=O)C1(c2ccc3c(c2)OCCO3)CCCC1)N1CCNC1=O | 3
COC(=O)C1OC(=O)C(C(=O)OC(C)(C)C)C1c1ccccc1 (configuration not stated) | -3
O=C(Nc1ccnc(=O)[nH]1)c1ccccc1 | -7
C=CCN1C(=O)C(=Cc2ccncc2)SC1=S | -5
CC(C)(C)c1ccc(-c2n[nH]c3c2CN(C(=O)CCc2cc(=O)[nH]o2)CC3)cc1 | 3
O=C(Nc1ccc(Br)cc1C(F)(F)F)C1CC1 | -6
O=C(CSc1nnc(-c2cccs2)n1C1CC1)Nc1ccccc1 | -8
COc1ccc(C2=NOC(C)([C@H]3CC=C(C)/C(=N/NC(=O)c4cccs4)C3)C2)cc1 (some centres not stated) | -11
CCC(CC)N(C(=O)CCc1c(C)nc2c(C#N)cnn2c1C)C1CC1 | 7
CC(=O)N(C)Cc1cccc(NS(=O)(=O)N2CCCCCC2)c1 | -2
Cc1ccc(C)c(S(=O)(=O)n2nc(C)c(S(=O)(=O)N3CCC(C)CC3)c2C)c1 | -2
COc1cc(C=C2SC(=S)NC2=O)cc(OC)c1 | -5
CC(C)c1csc(NC(=O)Cn2cnc3ccccc3c2=O)n1 | -1
CN(CCOc1ccc(Br)cc1)C(=O)CNC(=O)c1ccc2c(c1)OCO2 | 11
O=C1c2sc3nncc(=O)n3c2C(=O)N1c1ccc(I)cc1 | -36
COCC1(C(=O)N2CCN(C)C(C(=O)O)C2)CCC1 (configuration not stated) | 0

As entered above:
mcGAS RapidFire with `CN(CCOc1ccc(Br)cc1)C(=O)CNC(=O)c1ccc2c(c1)OCO2` reads 11
mcGAS RapidFire with `CC(=O)N(C)Cc1cccc(NS(=O)(=O)N2CCCCCC2)c1` reads -2

More entries follow:
SMILES | mcGAS RapidFire
CCn1c(C2CCCN(C(=O)c3coc4c3C(=O)CCC4)C2)nn(C)c1=O (configuration not stated) | -16
CN(C(=O)NCCOc1cccc(C(C)(C)C)c1)C1CCOCC1 | -2
N=c1scc(-c2cccs2)n1CCCS(=O)(=O)O | 52
COc1cccc(OCCCOc2ccc([N+](=O)[O-])cc2)c1 | -3
CNc1cccc(-c2c(OC)cccc2OC)n1 | -7
CCC(C)NC(=O)CSc1nnc(-c2cc(Cl)sc2Cl)c(=O)[nH]1 (configuration not stated) | 3
CCNC(=O)c1ccccc1OCC(=O)Nc1ccc(Cl)cc1OC | -2
C=CCn1c(SCC(=O)OC)nc2c1c(=O)[nH]c(=O)n2C | -4
COc1ccc(CCN2CCCC(CN(C)Cc3nc4ccccc4nc3C)C2)cc1 (configuration not stated) | -4
Cc1nc(-c2ccc(CCNC(=O)CCc3ccco3)cc2)cs1 | -2
Oc1ccc(O)c([S+]2CCCCC2)c1 | -2
COc1ccc(Nc2nc(NCCO)nc3nccnc23)cc1 | -9

18 entries from above, in CSV form:
smiles,mcGAS RapidFire
Cc1ccc(C)c(S(=O)(=O)n2nc(C)c(S(=O)(=O)N3CCC(C)CC3)c2C)c1,-2
COc1cc(C=C2SC(=S)NC2=O)cc(OC)c1,-5
CC(C)c1csc(NC(=O)Cn2cnc3ccccc3c2=O)n1,-1
CN(CCOc1ccc(Br)cc1)C(=O)CNC(=O)c1ccc2c(c1)OCO2,11
O=C1c2sc3nncc(=O)n3c2C(=O)N1c1ccc(I)cc1,-36
COCC1(C(=O)N2CCN(C)C(C(=O)O)C2)CCC1 (configuration not stated),0
CCn1c(C2CCCN(C(=O)c3coc4c3C(=O)CCC4)C2)nn(C)c1=O (configuration not stated),-16
CN(C(=O)NCCOc1cccc(C(C)(C)C)c1)C1CCOCC1,-2
N=c1scc(-c2cccs2)n1CCCS(=O)(=O)O,52
COc1cccc(OCCCOc2ccc([N+](=O)[O-])cc2)c1,-3
CNc1cccc(-c2c(OC)cccc2OC)n1,-7
CCC(C)NC(=O)CSc1nnc(-c2cc(Cl)sc2Cl)c(=O)[nH]1 (configuration not stated),3
CCNC(=O)c1ccccc1OCC(=O)Nc1ccc(Cl)cc1OC,-2
C=CCn1c(SCC(=O)OC)nc2c1c(=O)[nH]c(=O)n2C,-4
COc1ccc(CCN2CCCC(CN(C)Cc3nc4ccccc4nc3C)C2)cc1 (configuration not stated),-4
Cc1nc(-c2ccc(CCNC(=O)CCc3ccco3)cc2)cs1,-2
Oc1ccc(O)c([S+]2CCCCC2)c1,-2
COc1ccc(Nc2nc(NCCO)nc3nccnc23)cc1,-9

Continued:
SMILES | mcGAS RapidFire
CCC1CN(c2cncc(C(=O)N(C)C)n2)CCC(=O)N1Cc1ccccc1 (configuration not stated) | -1
Cc1ccc(-n2nnnc2SCC(=O)NC(=O)CN2CCCC2=O)cc1C | -7
CSc1ccc(NC(C)=O)nn1 | 5
COC(=O)c1ccc(CN2CCN(CC=C(C)C)C(CCO)C2)cc1 (configuration not stated) | -6
Cc1cc(C(C#N)C(=O)/C=C/c2ccc(N(C)C)cc2)nc(C)n1 (configuration not stated) | -8
CC(=O)Nc1ccc(NC(=O)c2ccc(Cl)cc2Cl)cc1 | -12
O=C(NCC1CCCO1)c1ccccc1NS(=O)(=O)c1ccc(Cl)s1 (configuration not stated) | -12
OC1C2CN3CCN(C2)CC1(Cc1ccccc1)C3 (configuration not stated) | -3
O=C(NCc1ccco1)c1cccc(Cl)c1Cl | -9
COCCn1c(O)c(C=Nc2ccc(SC#N)cc2C)c(=O)[nH]c1=S | -3
COc1ccccc1-c1ncc(C2CC(=O)Nc3c2cnn3CC2CC2)cn1 (configuration not stated) | -9
COc1ccccc1Nc1nnc(CC(=O)N2CCN(c3cccc(C)c3C)CC2)s1 | -6
CC(=O)Nc1cncc(-c2cccc(C(=O)NCCN(C)C)c2)n1 | -10
Cc1ccc(NC(=O)c2cnc(SCc3cccnc3)n(C)c2=O)cc1C | 15
Cc1ccn(C(=O)C2CC(=O)Nc3cc(F)ccc32)c(=NC2CCCCC2)c1 (configuration not stated) | 1
